# From PubChem
# HCT116 PTEN-null: growth suppressors of cells with PTEN tumor suppressor deletion. HCT116 PTEN-null viability, CellTiter-Glo, 60 h; active compounds read low. viability, % at 10 µM. hit rate 1.2% among 140,000. AID 827;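 active = viability at or below a set limit, 4 SD under the median of all tested compounds, cut at about 3.7% in these data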;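 note: PTEN knockout HCT116 line with beta catenin targeted HCT116 as companion control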
# MRP1 act: MRP-1 activation; viability increase, % at 10 µM; hit rate 0.61% among 140,000; H69AR cells + doxorubicin, viability rescue, CellTiter-Glo;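 active = viability gain under doxorubicin at or above a set limit, the compound median plus 3 SD, cut at about 4.7% in these data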;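 note: MRP-1 overexpressing cells given doxorubicin 25 µM after compound pretreatment; 18-22 h compound pretreatment then 72 h with doxorubicin before readout; 0% = doxorubicin-only wells and 100% = vehicle-treated cells without doxorubicin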
# GALR2 blocker: blocks the human galanin receptor 2; O43603; AID 828; GALR2-expressing cells, antagonist mode; inhibition, % at 4 µM; hit rate 0.39% among 140,000; in the data active = inhibition above about 27%;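 note: cells stimulated with galanin 1-16 at roughly its EC80; 0% = agonist challenge control and 100% = basal control without agonist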
# Target sequence (O43603 whole entry, looked up): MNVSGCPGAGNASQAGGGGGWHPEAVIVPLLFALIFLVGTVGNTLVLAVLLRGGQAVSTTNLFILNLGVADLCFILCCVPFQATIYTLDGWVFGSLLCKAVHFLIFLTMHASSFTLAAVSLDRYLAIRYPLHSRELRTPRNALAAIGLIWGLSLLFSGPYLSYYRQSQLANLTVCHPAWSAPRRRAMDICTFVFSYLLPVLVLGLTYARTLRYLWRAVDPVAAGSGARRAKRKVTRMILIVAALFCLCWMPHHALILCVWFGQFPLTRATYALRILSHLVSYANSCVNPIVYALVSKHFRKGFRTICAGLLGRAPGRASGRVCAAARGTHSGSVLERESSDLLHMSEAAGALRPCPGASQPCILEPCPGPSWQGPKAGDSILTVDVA
# Yeast growth inh: yeast BB579 growth reduction in restrictive medium; inhibition, % at 10 µM; hit rate 0.51% among 140,000; S. cerevisiae BB579 growth, OD615, 48 h; AID 804;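 active = inhibition above a set limit, 3 SD over the mean compound inhibition, cut at about 44% in these data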; note: inactives centre near -24
#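 controls = amphotericin B 10 µg/mL, positive | assay system = DeaD yeast strain BB579 | schedule = 48 h compound exposure at 30 °C after 4 h preincubation | detection = OD615 turbidity measurement | medium = restrictive CSMM-D medium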
# HCT116 bCat-KO: beta-catenin-lacking colon tumor cell growth suppression | hit rate 1.5% among 140,000 | AID 818 | HCT116 beta-catenin knockout viability, CellTiter-Glo, 60 h; active compounds read low | viability, % at 10 µM;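 active = viability at or under a set limit, the compound median less 4 SD, cut at about 6% in these data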;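 note: 0% = Hyamine 1622 control at 20 µM and 100% = untreated cell control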
# Yeast life ext: extends the lifespan of yeast. S. cerevisiae growth with nicotinamide, OD615; deaD strain in restrictive glucose medium. inhibition of the nicotinamide effect, % at 10 µM. hit rate 0.68% among 130,000. AID 775;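 active = inhibition above a set limit, placed 3 SD over the median of all compounds, cut at about 26% in these data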;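 note: 0% = nicotinamide-treated wells and 100% = cells grown without nicotinamide; some compounds called inactive have numbers as strong as hits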
#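 Test system: DeaD-strain S. cerevisiae / Buffer or medium: restrictive glucose medium / Also added: nicotinamide 1.5 mM / Doses: one concentration, 10 µM, DMSO 0.25% / Schedule: 48 h at 30 °C / Signal: OD615 measurement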
# Phagocytosis inh: macrophage phagocytosis inhibition. J774A.1 macrophage IgG-bead phagocytosis, imaging. hit rate 0.07% among 110,000. inhibition, % at 5 µM. AID 1029;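 active = inhibition above the mean of the plate negative controls plus 5 SD, cut at about 13% in these data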;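 note: phagocytic index as fraction of beads internalized from green versus red external bead signal; plate controls were DMSO negative control for no effect and cytochalasin-D positive control for full effect; some results beyond the cut were filed as inactive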
# E-sel TNF inh: TNF alpha driven E-selectin expression inhibition; HUVEC TNFa-induced E-selectin immunofluorescence, high content; inhibition, % at 2 µM; hit rate 0.71% among 120,000; AID 1246;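 active = inhibition above the batch mean plus 3 SD, and confirmed as a hit on visual image review, cut at about 43% in these data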;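 note: 0% = TNF-stimulated DMSO wells and 100% = unstimulated control wells; not every result past the cut was called active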
# NPY-Y2 antag: antagonists of human neuropeptide Y receptor Y2. P49146. NPY-Y2 expressing cells, antagonist mode. inhibition, % at 2.7 µM. hit rate 0.99% among 140,000; in the data active = inhibition above about 17%;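 note: 0% = vehicle with agonist challenge and 100% = reference antagonist with challenge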
# Target sequence (P49146 whole entry, looked up): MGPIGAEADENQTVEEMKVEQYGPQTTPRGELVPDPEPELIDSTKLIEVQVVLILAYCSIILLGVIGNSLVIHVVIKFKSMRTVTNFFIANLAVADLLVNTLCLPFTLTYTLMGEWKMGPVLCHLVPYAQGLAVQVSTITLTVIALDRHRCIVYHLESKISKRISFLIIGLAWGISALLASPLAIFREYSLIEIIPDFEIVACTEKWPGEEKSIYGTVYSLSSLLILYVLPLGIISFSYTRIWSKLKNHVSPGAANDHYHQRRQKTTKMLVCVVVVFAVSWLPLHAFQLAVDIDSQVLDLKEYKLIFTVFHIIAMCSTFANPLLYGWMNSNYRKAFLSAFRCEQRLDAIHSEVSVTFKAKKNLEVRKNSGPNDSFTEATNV
# Measles CPE: protection of cells from measles virus. hit rate 1.5% among 140,000. Measles virus-infected cells, CPE protection, absorbance. protection (pct of control), % at 4 µM; in the data active = protection mostly above about 24%, no sharp cut-off; inactive = mostly below about 26%; note: some compounds called inactive have numbers as strong as hits
# An asterisk follows results filed as active; / = not tested or not shown.
SMILES,HCT116 PTEN-null,MRP1 act,GALR2 blocker,Yeast growth inh,HCT116 bCat-KO,Yeast life ext,Phagocytosis inh,E-sel TNF inh,NPY-Y2 antag,Measles CPE
CCc1cccc(C)c1N(C(=O)Cn1c(CO)nc2ccccc21)C(C)COC (centres undefined),81,-1.9,4,-31,83,/,/,5,1,5
COC(=O)c1ccc(S(=O)(=O)N2C3CCC2CC(NC(=O)C2CC2)C3)cc1 (centres undefined),102,-1.0,15,-35,98,-5,-2,-9,3,2
Cc1cccc(NC(=S)NNC(=O)CC(C)O)c1C (centres undefined),99,-1.4,10,-46,101,-14,-1,-17,1,30
COC(=O)c1scc(C)c1NC(=O)Nc1ccccc1,97,-1.1,-4,-18,104,31,0,-10,1,15
COc1cccc(-n2c(SCC(=O)NCc3cccs3)nc3ccccc3c2=O)c1,86,-2.0,7,-37,85,3,-1,-1,9,12
CC(C)N1CC(C(=O)Nc2nc3ccccc3s2)CC1=O (centres undefined),92,-2.3,5,-15,101,-14,0,3,1,6
COc1ccc(NC(=O)c2ccc(-n3cccn3)nc2)c(OC)c1,94,-1.0,2,-38,90,-13,/,-25,6,27
CCOc1ccc(-c2ccc(/C=C3/C(=N)N4C=CSC4=NC3=O)o2)c([N+](=O)[O-])c1,14,-2.8,18,-16,11,-3,-3,/,1,15
Cc1ccc(-c2nc3ccccc3c(=O)n2CCCn2ccnc2)cc1,82,-2.3,4,-8,85,3,-1,-28,-3,7
O=C(COC(=O)c1c(Cl)cccc1Cl)Nc1cc(Cl)ccc1Oc1ccccc1,60,6.6*,-11,-4,64,5,5,/,6,25
O=C(CCc1ccc(S(=O)(=O)N2CCOCC2)cc1)Nc1nccs1,87,-3.4,4,3,93,-6,-3,41,2,11
C=CCN(Cc1cccc(OC)c1OC)S(=O)(=O)N(C)C,101,1.1,1,-18,100,-6,/,-1,5,5
COCCn1c(-c2ccc(Cl)cc2)nc2c(c(=O)c3ccccc3n2C)c1=O,91,-1.5,4,-7,84,6,/,/,4,10
Cc1ccc(NC(=O)CS(=O)CC(=O)NCC2CCCO2)cc1 (centres undefined),104,-1.8,-9,-24,93,-3,-1,-12,0,2
Cn1ncc(N=Cc2ccccc2)c1C(N)=O,102,0.0,-23,-44,90,-3,-2,6,1,6
Cc1cccc(OCc2nnc3n2CCCCC3)c1,101,-0.1,0,-6,95,-4,0,-7,-1,6
O=C(Nc1c(F)cc(F)cc1Br)c1cc(-c2ccco2)on1,86,-3.3,-5,-32,96,-16,/,20,3,3
CCOc1cc(/C=N\NC(=O)CN2CCOCC2)ccc1OCc1ccc(F)cc1,106,-0.4,13,-26,103,-6,-1,/,0,8
COc1ccc(S(=O)(=O)N2Cc3ccccc3CC2C(=O)N2CCOCC2)cc1OC (centres undefined),88,-3.4,1,5,78,-24,1,26,6,14
CC(=O)N1C(=O)N(C(C)=O)C2C1N(C(C)=O)C(=O)N2C(C)=O (centres undefined),82,-0.6,1,-25,88,-3,-3,/,2,4

# Looked up by compound from the entries so far (2):
SMILES,HCT116 PTEN-null,MRP1 act,GALR2 blocker,Yeast growth inh,HCT116 bCat-KO,Yeast life ext,Phagocytosis inh,E-sel TNF inh,NPY-Y2 antag,Measles CPE
Cc1cccc(OCc2nnc3n2CCCCC3)c1,101,-0.1,0,-6,95,-4,0,-7,-1,6
COc1cccc(-n2c(SCC(=O)NCc3cccs3)nc3ccccc3c2=O)c1,86,-2.0,7,-37,85,3,-1,-1,9,12

# Following part:
SMILES,HCT116 PTEN-null,MRP1 act,GALR2 blocker,Yeast growth inh,HCT116 bCat-KO,Yeast life ext,Phagocytosis inh,E-sel TNF inh,NPY-Y2 antag,Measles CPE
O=C(NC(=S)NCCSc1ccccc1)c1cccnc1,95,-3.2,10,-18,85,-3,-1,-6,1,5
COc1ccc(NS(=O)(=O)c2cccc(NC(=O)c3ccc(S(=O)(=O)N4CCCCCC4)cc3)c2)cc1,13,-2.1,18,-32,11,3,-3,-14,-1,5
C=CCNS(=O)(=O)c1ccc(OCC(=O)OC)cc1,81,-2.5,10,-45,91,-6,-3,-13,-1,2
COc1ccc(N2CCN(C(=O)CCCn3c(=O)[nH]c4ccsc4c3=O)CC2)cc1,86,-1.1,3,-3,86,-10,0,-6,1,2
Cc1ccc(S(=O)(=O)Nc2c3ccccc3nc(=O)n2-c2ccccc2)cc1,103,-0.5,-4,-10,93,-5,/,-2,1,35*
O=C(Nc1ccc(Cl)cc1C(=O)NCC1CCCO1)c1ccc(Cl)cc1Cl (centres undefined),84,-1.2,15,21,93,2,-2,-18,5,35
CCOC(=O)C1CCN(C(=O)c2cccnc2Cl)CC1,96,-1.8,0,-42,108,-12,-1,-18,-2,5
Cc1cc(O)c(/C=N/Nc2cccc(Cl)c2)c(=O)o1,99,-2.8,12,98*,87,-26,-1,-18,1,6
COc1ccc(C(F)(F)F)cc1N/C=C\c1nnnn1-c1ccc(C)cc1,86,-0.7,10,-57,95,-14,1,-46,6,30*
O=C(c1noc2c1CCc1ccccc1-2)N1CCOCC1,105,-0.8,-3,-13,110,-28,-1,-9,2,4
CCn1c(-c2ccc3ncccc3c2)n[nH]c1=S,92,-4.3,6,-13,104,-23,/,9,2,4
CN(C)S(=O)(=O)N1CCN(c2ccccc2Cl)CC1,97,-0.2,-15,6,100,-4,0,/,-2,7
Cc1ccc(-c2nnc(-c3ccccc3S(=O)(=O)Cc3ccc(Cl)cc3)o2)cc1,59,-1.7,1,-50,64,-1,/,11,2,7
COC(=O)c1sccc1NC(=O)c1cccc(OC)c1,85,-1.7,1,-48,82,-18,-1,7,6,19
O=C(CSc1nnc(-c2ccc(Br)cc2)o1)Nc1cccc2ccccc12,90,0.5,1,-48,96,-13,-2,-8,5,20
COc1cccc(/C=N/NC(=O)c2cc(C34CC5CC(CC(C5)C3)C4)[nH]n2)c1,106,-0.1,5,19,93,-5,0,-32,2,0
CC(=O)N(Cc1cccnc1)Cc1cc2ccccc2[nH]c1=O,106,0.1,7,-8,101,3,2,-27,5,24
O=C(NCCNC1CCN(Cc2ccccc2)CC1)c1cccs1,97,-1.9,-1,-21,91,-8,-1,-14,5,13
CCOC(=O)CSc1nnc(NCC(=O)OC)c(=O)[nH]1,101,-1.1,1,3,103,-7,-2,11,-2,11
CCCC(=O)Nc1nc2ccc(S(N)(=O)=O)cc2s1,92,0.5,8,-3,87,-2,0,/,1,22
COc1ccccc1CNC(=O)COC(=O)c1cc(-c2ccco2)nc2ccccc12,101,0.1,-9,-20,100,-16,-1,1,6,10
CC1=C(C(=O)Nc2ccccc2)C(c2ccc(C)o2)n2c(s/c(=C/c3ccccc3)c2=O)=N1 (centres undefined),60,-1.8,0,-31,64,-8,0,-100,0,2
COCc1nnc(NC(=O)CCN2C(=O)c3ccccc3C2=O)s1,91,0.4,-10,-23,98,-14,/,19,-1,9
Cc1c(O)ccc(C(=O)CN2C(=O)c3ccccc3C2=O)c1O,100,-0.5,0,0,103,-7,-1,/,2,11
OCc1ccnc(Cl)c1,96,3.0,-3,-25,93,1,-2,/,-1,5
Clc1ccc(OCCn2c(-c3ccco3)nc3ccccc32)cc1,64,0.9,0,-52,59,-7,-2,8,31*,12
COCCNc1ncnc2c1cnn2Cc1ccc(Cl)cc1,102,-0.2,17,3,93,-19,0,-13,1,32
O=C1Nc2ccccc2S/C1=C/Nc1cccc(Cl)c1,91,-1.9,11,-1,87,-7,/,-23,-3,5
O=C1C2=C(Nc3ccccc3SC2c2ccco2)c2ccccc21 (centres undefined),70,-2.3,14,-24,71,1,1,/,-1,6
Cc1cc2oc(=O)cc(Cn3nnc(-c4ccc(Cl)cc4)n3)c2cc1C(C)C,55,4.1,7,-40,67,-2,-8,10,11,7
O=C(Nc1nccs1)c1cccc(N2C(=O)c3cccc4c([N+](=O)[O-])ccc(c34)C2=O)c1,1.5*,-3.3,-13,-15,1.7*,-12,0,-13,3,4
CC(C)(C)CC(=O)NC(=S)N1CCCCCC1,90,-2.4,6,-39,97,-3,-3,-24,-1,6
CC(C)(O)C#Cc1ccc(C(=O)NCc2cccs2)s1,118,-1.0,-3,-4,112,-17,/,7,1,5
COc1ccc(NC(=O)CSc2nnc(C)n2Cc2ccccc2)cc1,88,-4.1,7,7,91,-5,/,-26,0,18
Cc1cc(C(F)(F)F)nn1CC(=O)NNC(=S)Nc1cccc(Cl)c1,101,-0.5,-11,-4,97,-1,1,6,3,33
CCC(c1c(C)n(C)n(-c2ccccc2)c1=O)c1c(C)n(C)n(-c2ccccc2)c1=O,98,1.2,-10,22,102,-8,-1,2,0,4
O=C(c1cc2nc(-c3ccco3)cc(C(F)(F)F)n2n1)N1CCCCCC1,87,-0.6,-8,-18,85,-10,0,/,4,13
O=C(O)COc1ccc2c3c(c(=O)oc2c1)CCC3,102,-0.3,5,-18,99,-3,-3,-27,0,1
COc1ccc(CNC(=O)C(=O)NCC(c2ccco2)N2CCOCC2)cc1 (centres undefined),93,1.6,4,-33,95,2,-6,/,0,12
O=C(NC1CCCCCC1)c1ccc(CN2CCOCC2)cc1,86,-0.8,-2,-40,97,-7,-3,-1,2,6

# Reprinted from the entries so far (4 entries):
SMILES,HCT116 PTEN-null,MRP1 act,GALR2 blocker,Yeast growth inh,HCT116 bCat-KO,Yeast life ext,Phagocytosis inh,E-sel TNF inh,NPY-Y2 antag,Measles CPE
O=C1Nc2ccccc2S/C1=C/Nc1cccc(Cl)c1,91,-1.9,11,-1,87,-7,/,-23,-3,5
O=C1C2=C(Nc3ccccc3SC2c2ccco2)c2ccccc21 (centres undefined),70,-2.3,14,-24,71,1,1,/,-1,6
Cc1cc2oc(=O)cc(Cn3nnc(-c4ccc(Cl)cc4)n3)c2cc1C(C)C,55,4.1,7,-40,67,-2,-8,10,11,7
O=C(Nc1nccs1)c1cccc(N2C(=O)c3cccc4c([N+](=O)[O-])ccc(c34)C2=O)c1,1.5*,-3.3,-13,-15,1.7*,-12,0,-13,3,4

# (more compounds)
SMILES,HCT116 PTEN-null,MRP1 act,GALR2 blocker,Yeast growth inh,HCT116 bCat-KO,Yeast life ext,Phagocytosis inh,E-sel TNF inh,NPY-Y2 antag,Measles CPE
CCN(CC)C(=O)COc1ccc2oc(C)c(C(=O)OC)c2c1,91,-1.2,-5,-4,91,-7,2,-25,3,19
COc1ccc2cc(CN(CCO)C(=O)c3ccc(Br)cc3)c(=O)[nH]c2c1,45,1.4,-9,-34,54,-8,1,-1,3,2
CCCCCCC1CCC(C(=O)Nn2c(C)nc3ccccc3c2=O)CC1 (centres undefined),65,-1.1,-8,-31,62,3,0,/,2,6
CCOC(=O)N/N=C(\C)c1ccc(C)c([N+](=O)[O-])c1,98,1.4,6,-7,95,-7,-13,/,2,7
CC1N(C)c2cc(NC(=O)c3ccco3)ccc2C1(C)C (centres undefined),4,-3.2,11,-4,7,0,-1,3,13,3
O=C(C1CCN(c2nnc(-n3cccc3)s2)CC1)N1CCOCC1,88,-4.1,-6,-28,87,0,1,17,1,4
C=CCNC(=O)c1c(-c2c(F)cccc2Cl)noc1C,91,0.0,-8,1,102,-12,/,22,1,14
CC(C)(C)NC(=O)C(=O)NNC(=O)COc1ccc(Br)cc1,92,-0.7,0,-25,87,2,-9,/,5,19
COc1ccc([N+](=O)[O-])cc1NC(=O)C1CCCO1 (centres undefined),109,1.0,1,-34,94,0,2,/,2,5
